ERG Ets-DNA blk – qHTS for Small Molecule Inhibitors of the ERG Ets/DNA interaction. 0.028% of 370,000 active. Potency, µM (top dose mostly 76.9 µM), inactives show at the highest dose FP activity, negative = inhibition, most hits filed as inhibitors. fluorescence polarization, His-ERG Ets domain / labelled DNA. AID 624246, 2012; active = well fitted inhibition curve with a large enough effect in the polarisation, with a control signal flat; inconclusive = small, poorly fitted or top-dose-only effect, or effect the other way, or a change in a side signal; inactive = no such curve, though single readings can be large or run the other way; the % refers to the polarisation;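 note: polarization taken with two DNA probes labelled with fluorescein and Texas red; potency is the fitted concentration of half-maximal effect; % of control where 0% means no effect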
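His-tagged ERG Ets domain (1 uM in the protein solution; 300mM KCl, 50mM Tris-HCl, 1mM EDTA, 1mM DTT, pH 7.5) received compound, then a probe mix of 5 nM fluorescein-DNA and 100nM Texas-615-DNA. Fluorescence polarization was read for both dyes.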
Pol beta inh – qHTS Assay for Inhibitors of DNA Polymerase Beta. Pol beta primer extension/strand displacement, fluorescence kinetic. Potency, µM (top dose mostly 114 µM), for inactives: top-dose activity change, negative = inhibition, most hits filed as inhibitors. AID 485314, 2010. 1.3% of 340,000 active; note: potency is the fitted concentration of half-maximal effect; % is set by controls: 0 for no effect and ±100 for the full control effect
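Preincubation: enzyme (10 nM) with compound, 15 min, RT. Reaction: substrate added to 50 nM final. Reads: 0 and 10 min. Analysis: normalized, Hill fit.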
RGS4 inhibitor – Inhibitors of Regulator of G Protein Signaling (RGS) 4: qHTS; Potency, µM (titrated, usually from 114 µM), without a hit: at the top dose activity change, negative = inhibition, hits mostly inhibitors; Transcreener GDP fluorescence polarization, RGS4-accelerated GTP hydrolysis; AID 504845, 2011; 0.039% of 390,000 active; note: potency is the fitted concentration of half-maximal effect; % is set by controls: 0 for no effect and ±100 for the full control effect; nearly all actives have a fitted effect of over 75% in size; some results filed as inactive show a strong effect at the top dose
Target sequence (P49798 whole entry, looked up): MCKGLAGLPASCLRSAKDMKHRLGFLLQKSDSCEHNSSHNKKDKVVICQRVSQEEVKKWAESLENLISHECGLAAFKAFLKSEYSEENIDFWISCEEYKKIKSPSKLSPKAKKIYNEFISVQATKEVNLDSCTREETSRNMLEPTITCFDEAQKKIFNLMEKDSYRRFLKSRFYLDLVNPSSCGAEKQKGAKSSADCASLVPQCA
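MLSMR compounds (23 nl, pin-transferred) preincubated 10 min at room temperature with a 500nM (2x) first reagent, then RGS4 at 900nM (2x) plus Transcreener GDP mix added; fluorescence polarization (620/688 nm) read before and after 90 min at 30 °C.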
LDHA inh – qHTS assay for inhibitors of human lactate dehydrogenase; AID 1347041, 2019; activity change, % (values are at about 110 or 230 µM); purified LDHA, NADH/diaphorase-resazurin fluorescence; hits give low values; 0.15% of 480,000 active; L-lactate dehydrogenase A chain (Homo sapiens), P00338; in the data active = activity change below about -30%; inconclusive = mostly about -25% to -30%;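 note: plate controls were DMSO wells for no effect and wells without enzyme for full effect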
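Human LDH5 at 2 nM final in Tris HCl pH 7.4 with 0.06 mM NADH and 0.2 mM pyruvate, reacted 5 minutes at room temperature. Remaining NADH coupled via diaphorase/resazurin; resorufin fluorescence read at 0 and 20 minutes, normalized to enzyme-free and DMSO wells.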
APE1 inh – qHTS Assay for Inhibitors of the Human Apurinic/apyrimidinic Endonuclease 1 (APE1); AID 2517, 2012; 0.35% of 350,000 active; Potency, µM (doses to about 65.8 µM), inactives show at the top dose activity change, negative = inhibition, usual class: inhibitors; recombinant APE1, TAMRA/BHQ-2 abasic DNA cleavage fluorescence;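 note: potency is the fitted concentration of half-maximal effect; plate controls were vehicle for no effect and reference inhibitor for full effect; nearly all actives have a fitted effect of over 55% in size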
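Quantitative HTS: incision of a TAMRA/BHQ-2 double-stranded substrate bearing a tetrahydrofuran abasic site by 0.75 nM APE1 raises fluorescence. Substrate 50 nM final, added after 15 min compound preincubation at room temperature; progress as third-minus-first kinetic read difference.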
Apoferritin bind – qHTS Assay for Identification of Novel General Anesthetics; AID 485281, 2010; 0.074% of 350,000 active; Ferritin light chain (Equus caballus), P02791; Potency, µM (top dose mostly 77.5 µM), for inactives: top-dose activity change, negative = displacement, most hits filed as inhibitors; apoferritin/1-aminoanthracene competitive binding, fluorescence; note: potency is the fitted concentration of half-maximal effect; % is set by controls: 0 for no effect and ±100 for the full control effect; nearly all actives have a fitted effect of over 20% in size
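Apoferritin-based anesthetic binding model; compound displacement of fluorescent 1-AMA measured as endpoint fluorescence after 10 minutes at room temperature, scaled to free-ligand and complex controls.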
12-LOX inh – Primary qHTS assay for inhibitors of human arachidonate 12S-lipoxygenase (ALOX12): Round 2. purified 12hLO, xylenol orange hydroperoxide absorbance. Potency, µM (doses to about 108 µM), without a hit: top-dose activity change, negative = inhibition, actives largely listed as inhibitors. 1.1% of 580,000 active. AID 1671190, 2021; note: potency is the fitted concentration of half-maximal effect; % is set by controls: 0 for no effect and ±100 for the full control effect
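Purified human 12hLO at 150 nM in 25 mM Hepes, 0.01% Triton X-100, pH 7.0, preincubated 15 min at room temperature with compound. Reaction started with 40 uM arachidonic acid, 30 min at room temperature. Hydroperoxide measured by Fe-xylenol orange, 573/405 nm absorbance ratio.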
POLH inh – qHTS for Inhibitors of Polymerase Eta | DNA polymerase eta (Homo sapiens), Q9Y253 | Potency, µM (doses to about 114 µM), for inactives: at the highest dose activity change, negative = inhibition, hits mostly inhibitors | AID 588591, 2011 | 1.2% of 390,000 active | recombinant Pol eta, fluorescent DNA replication assay; note: potency is the fitted concentration of half-maximal effect; % is set by controls: 0 for no effect and ±100 for the full control effect
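Fluorescent replication assay: 50 nM final substrate added after a 15 min room-temperature compound preincubation with 10 nM enzyme. Signal taken at 0 min and again at 10 min.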
Pol kappa inh – qHTS for Inhibitors of Polymerase Kappa; purified Pol kappa, fluorescent DNA synthesis assay, 10 min; AID 588579, 2011; 0.53% of 400,000 active; Potency, µM (highest dose often 107 µM), for inactives: top-dose activity, negative = inhibition, hits mostly inhibitors; note: potency is the fitted concentration of half-maximal effect; % is set by controls: 0 for no effect and ±100 for the full control effect
Target sequence (Q9UBT6 whole entry, looked up): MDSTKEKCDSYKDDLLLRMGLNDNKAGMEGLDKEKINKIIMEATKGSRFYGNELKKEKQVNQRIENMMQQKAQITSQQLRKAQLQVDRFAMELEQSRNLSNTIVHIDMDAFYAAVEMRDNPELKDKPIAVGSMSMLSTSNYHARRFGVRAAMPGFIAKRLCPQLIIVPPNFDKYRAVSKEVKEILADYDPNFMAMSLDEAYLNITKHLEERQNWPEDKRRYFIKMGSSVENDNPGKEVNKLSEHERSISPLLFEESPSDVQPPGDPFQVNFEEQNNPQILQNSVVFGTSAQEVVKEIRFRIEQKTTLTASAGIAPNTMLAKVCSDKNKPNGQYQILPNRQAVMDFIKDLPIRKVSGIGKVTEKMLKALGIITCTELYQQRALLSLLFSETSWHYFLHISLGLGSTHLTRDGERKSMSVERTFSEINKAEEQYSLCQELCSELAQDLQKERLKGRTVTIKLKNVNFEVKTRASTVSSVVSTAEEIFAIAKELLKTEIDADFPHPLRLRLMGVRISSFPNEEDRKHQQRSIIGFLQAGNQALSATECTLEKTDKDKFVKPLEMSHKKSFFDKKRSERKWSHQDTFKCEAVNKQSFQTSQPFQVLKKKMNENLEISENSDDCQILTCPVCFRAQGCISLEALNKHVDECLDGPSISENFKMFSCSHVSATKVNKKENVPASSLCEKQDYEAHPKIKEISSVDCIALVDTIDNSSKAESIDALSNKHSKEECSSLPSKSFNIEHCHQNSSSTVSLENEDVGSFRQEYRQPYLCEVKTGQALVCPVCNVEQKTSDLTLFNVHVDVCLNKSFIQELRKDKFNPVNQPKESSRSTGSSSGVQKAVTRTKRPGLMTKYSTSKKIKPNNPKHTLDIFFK
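10 nM Pol kappa preincubated 15 min at room temperature with compounds, then reaction started with substrate at 50 nM final. Fluorescence read kinetically at 0 and 10 min; buffer-only wells served as negative control.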
Starred values were filed as active, the others as inactive; ? = inconclusive; / = no result given; & = joins results of further samples; [ ] = dose if it differs, or a comment. Unless noted, calls come from the whole dose curve; as a rule, active = well fitted curve in the direction sought with a large enough effect; inconclusive = small, poorly fitted or top-dose-only effect, or another doubt; inactive = no such curve, though single readings can be large; an effect the other way counts as inactive or inconclusive. Some of the compounds tested (hit frequency here may not be typical).

SMILES	ERG Ets-DNA blk	Pol beta inh	RGS4 inhibitor	LDHA inh	APE1 inh	Apoferritin bind	12-LOX inh	POLH inh	Pol kappa inh
NS(=O)(=O)c1ccc(NC(=O)COC(=O)CCNC(=O)NC23CC4CC(CC(C4)C2)C3)cc1	-10%	?	16%	-7	-5%	?	27%	11%	-8%
NC(=O)c1nsc(C(=O)N(c2ccccc2)C(C(=O)NC2CCCCC2)c2ccc(O)cc2)c1N (stereo not given)	1%	80%	10%	-6	11%	0%	?	-4%	-16%
O=C(c1cc(COc2ccc(F)cc2Cl)on1)N1CCc2ccccc2C1	3%	-13%	72%[activator]	-3	4%	?	-10%	-13%	-23%
CC1=C(C(=O)OCc2ccccc2)C(c2cccc(F)c2)NC(=O)N1 (stereo not given)	6%	9%	6%	-9	-1%	-21%	0%	-10%	-5%
Cc1ccc(C)c(NS(=O)(=O)c2cc(C(=O)NCC3CCCO3)ccc2C)c1 (stereo not given)	-12%	63%	-40%	-5	-5%	-4%	57%[activator]	-15%	0%
N#Cc1ccc(C23CC4(C2)[C@H](CN(Cc2ccc(C(F)(F)F)cc2)[C@@H]4c2ccccc2)C3c2ccc(C(F)(F)F)cc2)cc1 (stereo not given in full)	-7%	-15%	4%	-20	-3%&1%	4%&-7%	40%	-18%	-13%
CCCn1c(SCC(=O)Nc2ccc(S(=O)(=O)N(C)C)cc2)n[nH]c1=O	3%	?	4%	-6	-1%	?	11%	-18%	-2%
CCOC(=O)Cc1csc(N/N=C/c2cccc([N+](=O)[O-])c2)n1	-2%	-5%	18%	-4	-1%	-14%	6%	9%	-7%
COc1cc(C)c(C(=O)Oc2cc(C)c(C(=O)O)c(O)c2C)c(O)c1C(=O)O	3%	/	5%	3	22%	/	-1%	-9%	-5%
Cc1ccc(C2=NS(=O)(=O)N(C)C(C(=O)Nc3ccc4c(c3)OCO4)=C2)cc1	-2%	-1%	-9%	3	8%	?	333%[activator]	-14%	12%
CC1CN(Cc2nc3c(c(=O)n(C)c(=O)n3C)n2CCCO)CC(C)O1 (stereo not given)	1%	1%	13%	2	0%	-8%	-7%	-8%	0%
Cc1ccc(SCC(=O)Nc2ncc(C)s2)cc1	-10%	1%	-36%	-8	-6%	?	-18%	-1%	-14%
CS(=O)(=O)N(CC(=O)NC1CC2CCC1C2)c1ccc(Oc2ccccc2)cc1 (stereo not given)	7%	2%	1%	-4	-1%	-22%	-11%	3%	-6%
O=C1C(=O)N(CCO)C(c2ccccc2[N+](=O)[O-])/C1=C(\O)c1ccccc1 (stereo not given)	4%	-23%	-4%	1	9%	7%	?	-1%	-15%
CCOc1ccccc1-n1nnnc1SCC(=O)NCc1ccco1	21%	0%	3%	-4	-8%	-9%	-16%	8%	-13%
O=C(Cc1cccs1)N(c1ccccc1)C1C=CS(=O)(=O)C1 (stereo not given)	1%	?	16%	-4	-6%	-16%	-6%[57.4 µM]	-8%	-11%
CC(Sc1nnc(-c2ccncc2)n1C)C(=O)Nc1nccs1 (stereo not given)	-15%	35%	-4%	-7	0%	-9%	?	1%	-14%
Cc1ccc(/C=N/NC(=O)C[n+]2ccccc2)s1	-4%	24%	6%	-2	5%	1%	194%[activator]	-11%	1%
O=C(Nc1cnccn1)c1ccc(Cl)cc1	2%	35%	26%	-7	-8%	-2%	218%[activator]	-16%	-4%
CCOC(=O)c1c(NC(=O)CSc2cn(CCNC(=O)c3ccc(OC)c(OC)c3)c3ccccc23)sc2c1CCCC2	1%	1%	14%	-2	/	-9%	-17%	-14%	8%

Only Apoferritin bind, for some of the entries so far:
mol,Apoferritin bind
O=C(c1cc(COc2ccc(F)cc2Cl)on1)N1CCc2ccccc2C1,?
CC1CN(Cc2nc3c(c(=O)n(C)c(=O)n3C)n2CCCO)CC(C)O1 (stereo not given),-8%

Going on with the list:
SMILES	ERG Ets-DNA blk	Pol beta inh	RGS4 inhibitor	LDHA inh	APE1 inh	Apoferritin bind	12-LOX inh	POLH inh	Pol kappa inh
COc1ccc(C(CNC(=O)c2ccccc2C)N2CCCC2)cc1 (stereo not given)	0%	0%	1%	0	-5%	-23%	0%	-23%	-13%
Oc1c(Br)cc(/C=N/NC(=S)NCC2CCCO2)cc1Br (stereo not given)	-1%	29%	-15%	-3	-8%	2%	6%	-5%	-2%
O=C1CC(c2ccc(Br)cc2)c2c(ccc3ccccc23)N1 (stereo not given)	8%	?	-9%	2	/	-7%	-27%	-23%	-1%
Cc1ccc(CNC(=O)CSCc2ccccc2C)cc1	-10%	5%	1%	-8	/	-2%	-25%	-20%	-6%[60.1 µM]
N#CCCn1cc(C(=O)O)c(-c2cccs2)n1	-5%	-5%	26%	-2	4%	-12%	0%	-4%	-5%
COc1ccc(-c2c[n+]3c(n2-c2ccccc2)SCC3)cc1	5%	0%	-23%	-3	4%	4%	9%	-6%	-5%
Cc1nc(N2CCCC2)ncc1C(=O)Nc1ccccc1	0%	1%	11%	-10	/	-7%	-18%	/	-11%[60.1 µM]
CCC(CC)c1nc2cc(OC)c(OC)cc2c(=O)o1	4%	0%	-3%	-7	-1%	3%	-24%	13%	-7%
CSc1ccccc1NC(=O)CN(C)C(=O)COc1cccc2cccnc12	-8%	/	-3%	9	-6%	/	-13%	2%	-9%
CCCCNC(=O)C1CCC(CNc2nc(=S)[nH]c3ccccc23)CC1 (stereo not given)	-1%	7%	-1%	-4	0%	-6%	-18%	-1%	-3%
CC(C)CCNC(=O)c1cn(CC(C)C)c(=O)c2c1c1ccccc1n2C	6%	-8%	16%	-1	36%	-9%	0%	-2%	1%
FC(F)(F)c1cccc(Nc2c3c(nc4ccc(Cl)cc24)CCC3)c1	-1%	-11%	1%	2&3	/	?	-26%&2%	-21%	-1%
COc1ccc(/C(N)=N/OC(=O)c2ccco2)cc1OC	-19%	1%	?	-12	3%	-8%	9%	15%	-2%
CCCOc1ccc(N2C(=O)CC(NCc3ccncc3)C2=O)cc1 (stereo not given)	-8%	7%	-15%	-1	-5%	-19%	-1%	-6%	-5%
CN(Cc1ccccc1)C(=O)COC(=O)COc1ccc(Cl)cc1	1%	/	17%	-5	29%	/	2%	-9%	-9%
CCOC(=O)Cn1c(=O)oc2cc(S(=O)(=O)NCc3cccs3)ccc21	-2%	-2%	-2%	-2	5%	-9%	-3%	-8%	6%
CCNc1nc(CN2CCOCC2)nc2sc3c(c12)CCC3	-3%	2%	-4%	-2	6%	-14%	?	-9%	-10%
CC(=O)Nc1ccc(S(=O)(=O)NCc2nc(-c3cccc(C)c3)no2)cc1	-4%	0%	14%	-6	-11%	4%	-13%	2%	-1%
CCOC(=O)c1c(-c2ccc(C)o2)csc1NC(=S)NC(=O)N(C)C	-2%	9%	?	14	-5%	-14%	?	-24%	-8%
Cc1ccc(N=C(N)N=C(N)N)cc1	21%	8%	6%	1	8%	-7%	0%	12%	-7%

Single values from the entries so far.
In Pol kappa inh, CCOC(=O)Cn1c(=O)oc2cc(S(=O)(=O)NCc3cccs3)ccc21 reads 6%
In RGS4 inhibitor, CC(C)CCNC(=O)c1cn(CC(C)C)c(=O)c2c1c1ccccc1n2C reads 16%
In 12-LOX inh, Oc1c(Br)cc(/C=N/NC(=S)NCC2CCCO2)cc1Br (stereo not given) reads 6%
In Pol kappa inh, CN(Cc1ccccc1)C(=O)COC(=O)COc1ccc(Cl)cc1 reads -9%
In ERG Ets-DNA blk, CCC(CC)c1nc2cc(OC)c(OC)cc2c(=O)o1 reads 4%
In Pol beta inh, Cc1ccc(CNC(=O)CSCc2ccccc2C)cc1 reads 5%

Following part.
SMILES	ERG Ets-DNA blk	Pol beta inh	RGS4 inhibitor	LDHA inh	APE1 inh	Apoferritin bind	12-LOX inh	POLH inh	Pol kappa inh
COc1ccc(OC)c(S(=O)(=O)N/N=C\c2cn(CC(N)=O)c3ccccc23)c1	0%	7%	7%	-3	10%	-9%	7%	0%	-18%
NC(=O)CCn1c(C(=O)c2cc(Cl)c(N)c(Cl)c2)c2ccccc2[n+]1[O-]	9%	8%	-1%	1	17%	-16%	?	-6%	-20%
O=C(O)c1ccc(/C=N/NC(=O)c2cc(-c3cccs3)nc3ccccc23)cc1	-2%	96%	-23%	-8	1%	35%[activator]	?	-11%	3%
O=C(NCCN1CCOCC1)c1ccc(/C=C2\Sc3ccccc3N(Cc3ccc(F)cc3)C2=O)cc1	4%	-11%	7%	-1	-4%	-18%	-1%	-14%	5%
COC(=O)/C=C1\S/C(=N/NC(=O)c2ccccc2)NC1=O	4%	38%[activator]	-25%	3	2%	-3%	70%[activator]	-7%	0%
O=C(NCCCn1ccnc1)c1ccc(S(=O)(=O)N2CCOCC2)cc1	2%	12%	-1%	-8	2%	1%	-1%	-2%	-6%
CC(=O)CCc1ccc(OCCCOc2cccc3cccnc23)cc1	1%	-18%	-5%	-6	23%	-20%	10%	-13%	-16%
Cc1sc2ncnc(NCC(O)c3ccccc3)c2c1C (stereo not given)	3%	8%	-16%	2	22%	-7%	5%	-2%	9%
